# Screens: PubChem, Sanford-Burnham Center for Chemical Genomics
# VHR inh color – VHR1 (DUSP3) phosphatase inhibition. P51452. recombinant VHR phosphatase, colorimetric substrate read-out. inhibition, % at 20 µM. hit rate 0.7% among 50,000. AID 1992; in the data active = inhibition above about 60%; also: some results filed as inactive read as strong as hits
# Target sequence (P51452 whole entry, looked up): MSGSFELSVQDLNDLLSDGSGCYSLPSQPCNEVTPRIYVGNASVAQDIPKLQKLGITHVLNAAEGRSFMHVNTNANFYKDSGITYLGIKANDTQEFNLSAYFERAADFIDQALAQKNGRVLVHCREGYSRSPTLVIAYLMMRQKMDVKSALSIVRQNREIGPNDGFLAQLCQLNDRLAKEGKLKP
# An asterisk follows results filed as active. A portion of the library, so the mix of outcomes need not match the whole.
molecule	VHR inh color
CCCCS(=O)(=O)C(=C(Nc1ccc(OC)cc1)Nc1ccc(OC)cc1)S(=O)(=O)CCCC	25.1
CC(=O)C1=C(O)C(=O)N(CCN(C)C)C1c1ccc([N+](=O)[O-])cc1 (centres undefined)	21.2
O=C(O)c1ccccc1C(=O)c1ccc2c3c(cccc13)CC2	-18.1
Cc1ccc(C)n1-n1cnc2sc3c(c2c1=O)CCCC3	6.9
O=C1CCCC2=C1C(c1ccc([N+](=O)[O-])cc1)Nc1ccc(C(=O)c3ccccc3)cc1N2 (centres undefined)	12.4
CCOc1cccc(C2Nc3ccccc3NC3=C2C(=O)CC(c2ccc(OC)cc2)C3)c1 (centres undefined)	0.8
C=CCNC(=O)CN(c1ccc(Oc2ccccc2)cc1)S(C)(=O)=O	5.4
CC(C)(C)c1cc(C(=O)N/N=C/c2ccc(F)cc2)n[nH]1	6.8
COc1ccc(C2CC(=O)C3=C(C2)Nc2ccccc2NC3c2ccc(OC(F)(F)F)cc2)cc1 (centres undefined)	6.8
CCOC(=O)C1=C(C)NC(=O)CC1c1ccccc1F (centres undefined)	-79.5
COc1ccc(NC(=O)O/N=C\c2ccc(Br)cc2)cc1	-13.7
CCCOc1cc(OCCC)c(C#CCN2CCCCC2)cc1C#CCN1CCCCC1	-22.3
O=C(c1ccc(F)cc1)N1CCN(c2ccc(Cl)cc2[N+](=O)[O-])CC1	5.5
Cc1c(Cl)cccc1NC(=O)c1cc2nc(-c3cccs3)cc(C(F)(F)F)n2n1	22.4
Cc1[nH][nH]c(=O)c1C(c1ccccc1F)C(C#N)C#N (centres undefined)	-7.0
COc1ccc(NC(=O)Nc2nnc(-c3ccc(OC)c(OC)c3)s2)cc1	-23.5
Cc1ccc(/C=C2\C(=O)NC(=O)N(Cc3ccccc3)C2=O)o1	-17.0
CC1=C(C(=O)OCc2ccccc2)C(c2ccc(O)c([N+](=O)[O-])c2)C2=C(CC(c3ccccc3)CC2=O)N1 (centres undefined)	15.0
COC(=O)C1=C(C(=O)OC)N(c2ccccc2)/C(=C2/C(=S)C(C)(C)Nc3ccccc32)S1	-0.2
O=C(O)CCCC(=O)NCCC(c1ccccc1)c1ccccc1	-11.5
O=C(Nc1ccc(Cl)cc1C(=O)c1ccccc1)c1cc2ccccc2o1	-15.3
CCOP(C)(=O)CN1CCCCC1 (centres undefined)	6.6
Cc1[nH]c2c(ccc3ccccc32)c(=O)c1CN1CCOCC1	-0.3
Cc1ccc(C2C(C(=O)OC(C)C)C(=O)CC(C)(O)C2C(=O)OC(C)C)cc1 (centres undefined)	-4.6
NNC(=O)CCNS(=O)(=O)c1ccc([N+](=O)[O-])cc1	1.3
CCn1c2ccccc2c2cc(CN3CCN(Cc4cc(OC)ccc4O)CC3)ccc21	5.5
CCOC(=O)C1=C(C)N=c2s/c(=C\c3ccc(O)c(OC)c3)c(=O)n2C1c1cccc(OC)c1 (centres undefined)	88.0
CC(CCc1ccccc1)NC(=O)C1(c2ccccc2)CCOCC1 (centres undefined)	-30.6
Cc1nc2ccccc2c(=O)n1-c1ccc(O)cc1	5.1
CC(C)(C)C(=O)COc1ccc2ccc(=O)oc2c1	-10.0
COc1ccc(CCNC(=O)c2ccc(Cl)cc2)cc1OC	5.9
CC(Nc1cc(N2CCN(CCO)CC2)ccc1[N+](=O)[O-])C12CC3CC(CC(C3)C1)C2 (centres undefined)	4.3
Clc1ccc(N2CCN(N=Cc3cccc(Br)c3)CC2)cc1	3.0
Cc1ccc(/C=N/NS(=O)(=O)c2ccc(Cl)cc2)cc1	-18.9
COC(=O)c1ccccc1NC(=O)CSc1ncn[nH]1	1.1
CC1=C(C(=O)Nc2ccc(Cl)cc2)C(c2ccccc2F)NC(=O)N1 (centres undefined)	-2.0
CC(=O)Nc1ccc(-c2nc(-c3ccccc3)c3cc(NC(C)=O)ccc3n2)cc1	-2.8
O=C(O)CCC(=O)Nc1ccccc1C(=O)Nc1ccccc1	2.4
COc1cc(C(=O)Nc2cccc(F)c2)cc(OC)c1OC	-6.6
Cc1oc(C(C)(C)C)cc1C(=O)Nc1ccc(O)c(C(=O)O)c1	20.3
CCOc1ccc2c(C)c(CC)c(=O)oc2c1	-30.8
CC(/C=C/c1ccc2c(c1)OCO2)=N\NC(=O)c1cccc([N+](=O)[O-])c1	-29.4
O=C(c1cccc(C#Cc2ccccc2)c1)N1CCN(c2ccccc2F)CC1	11.8
COc1ccc(NC(=O)c2c(-c3ccccc3Cl)noc2C)c(OC)c1	-0.5
CCOc1ccccc1NC(=O)c1c(NC(=O)c2cccs2)sc2c1CCC2	-4.2
C=C(C)C(=O)Oc1ccc(N2C(=O)C=CC2=O)cc1	11.1
N#CC1=C(N=Cc2ccccc2O)CCC1	3.8
Cc1ccc2[nH]c3c(c2c1)CCCC3NC(N)=O (centres undefined)	-13.8
Cc1nn(-c2ccccc2)c(N2CCCCC2)c1/C=N/Nc1ccc(C(F)(F)F)cn1	2.7
Cc1cc2oc(=O)cc(C)c2cc1NC(=O)C(C)C	-8.9
COc1ccc(NC(=O)COc2ccc(Br)c(C)c2)cc1Cl	-25.8
Cc1ccc(N2C(=O)NC(=O)/C(=C\c3cc(Cl)c(OCC(=O)O)c(Cl)c3)C2=O)cc1	4.5
COc1ccc(S(=O)(=O)NNC(=O)c2ccc([N+](=O)[O-])cc2)cc1	-2.1
COc1cc(C(=O)NCCOc2ccccc2C)cc(OC)c1OC	-3.6
O=C1NC(=O)N(c2cccc(F)c2)C(=O)/C1=C/c1ccc(N2CCOCC2)o1	37.0
O=C(Nc1cccc(Cl)c1)c1ccc(-n2cnnn2)cc1	9.1
N=c1sc(Cc2ccc(Br)cc2)cn1CC(=O)c1ccc(Cl)cc1	0.0
Cc1c(Cl)cccc1N=Cc1ccc[nH]1	16.3
COc1ccc(N(CC(=O)N2CCCC2)S(=O)(=O)c2ccccc2[N+](=O)[O-])c(OC)c1	-51.9
Cc1oc(-c2ccccc2)cc1C(=O)NC(Cc1ccccc1)C(=O)O (centres undefined)	1.7

# Other records follow.
molecule	VHR inh color
COc1ccc(/C=C2/C(=O)NN(c3cccc(Cl)c3)C2=O)cc1OC	99.1
CC(=O)C1=C(O)C(=O)N(CCCC(=O)O)C1c1ccc([N+](=O)[O-])cc1 (centres undefined)	-4.2
CC1=NN(c2ccccc2)C(=O)C1C(C)C[N+](=O)[O-] (centres undefined)	-4.5
COc1cccc(CN2CCN(Cc3cc(Br)ccc3O)CC2)c1	-1.0
COc1ccccc1C(=O)OC1CC(C)N(C)CC1C (centres undefined)	-26.3
CC1CN(c2c(Cl)cccc2[N+](=O)[O-])CCN1S(C)(=O)=O (centres undefined)	9.1
Cc1c(N2C(=O)/C(=C/c3ccc(-c4ccccc4Cl)o3)SC2=S)c(=O)n(-c2ccccc2)n1C	-9.5
CCOc1ccc(N2C(=O)NC(=O)/C(=C/c3cccc4ccccc34)C2=O)cc1	7.3
Cc1ccc(OCCOCCOc2ccc(Cl)cc2/C=C2/SC(=S)NC2=O)cc1	6.9
COc1cc(/C=c2\sc3nc4ccccc4n3c2=O)cc(Cl)c1OCc1ccccc1Cl	-2.6
CCOc1ccc(-c2cc(C(=O)Nc3cc(OC)c(Cl)cc3OC)c3ccccc3n2)cc1	-15.6
CCc1ccc(/C=N/NC(=O)c2c[nH]c3ccccc23)s1	-31.3
CCOC(=O)C(=CNc1cc(Cl)c(-c2ccco2)c(Cl)c1)C(=O)OCC	-8.0
O=C1S/C(=C/c2ccccc2F)C(=O)N1CNc1ccccc1Cl	-25.1
O=C1CSC(=S)N1c1ccccc1C(F)(F)F	-3.4
O=C(NC(=S)Nc1ccc2oc(-c3ccc(I)cc3)nc2c1)c1ccccc1Cl	-9.5
COc1cccc(NC(=O)COc2ccc3ccccc3c2)c1	8.1
CCc1ccc(C(=O)/C=C/c2ccc([N+](=O)[O-])o2)cc1	4.9
C/C(=N\N1CCN(Cc2ccc(C)cc2)CC1)c1ccncc1	5.2
COc1cc(-c2ccc(NC(=O)c3cccc(F)c3)c(OC)c2)ccc1NC(=O)c1cccc(F)c1	1.9

# Fetched by structure from the list above:
molecule	VHR inh color
COc1cc(-c2ccc(NC(=O)c3cccc(F)c3)c(OC)c2)ccc1NC(=O)c1cccc(F)c1	1.9
COc1ccc(/C=C2/C(=O)NN(c3cccc(Cl)c3)C2=O)cc1OC	99.1

# Next structures:
molecule	VHR inh color
CCN(CC)C(=O)c1sc(NC(=O)c2cc(-c3cccc(C)c3)nc3ccccc23)c(C(=O)OC)c1C	-4.9
CC1=NNC(=O)C1CC(=O)N/N=C/c1cc(Br)ccc1O (centres undefined)	11.5
O=[N+]([O-])c1ccc(N2CCOCC2)c(F)c1Br	6.3
CCOC(=O)C1=C(c2ccccc2)OC(N)=C(C#N)C1c1cccc(OC)c1 (centres undefined)	-9.3
CCn1c(C)nc2cc(C(=O)Nc3ccccc3)ccc21	-9.7
CCC1CCc2c(sc(NC(=O)C3C4CCC(C4)C3C(=O)O)c2C(N)=O)C1 (centres undefined)	2.7
CCCCNCCCCCOc1cccc(C)c1C	-9.5
Cc1ccc(CCSc2c(Cl)cccc2Cl)cn1	-15.9
O=c1c2c3c(sc2ncn1/N=C/c1c[nH]c2ccccc12)CCCC3	-32.3
O=C(CCN1C(=O)c2cccc3cccc(c23)C1=O)OC/C=C/c1ccccc1	-81.9
COc1cc(OC)c(OC)cc1/C=C1/C(=O)NC(=O)N(c2ccccc2)C1=O	6.4
CN(C)c1ccc(-c2nc3cc(NC(=O)c4ccccc4Br)ccc3o2)cc1	-5.3
COc1ccc(NC(=O)C(=O)NCc2ccccn2)c(OC)c1	10.8
COc1cccc(OC)c1C(=O)Nc1ccc(C)cc1Br	7.8
CCOC(=O)c1ccc(NC(=O)CN(c2ccccc2)S(=O)(=O)c2ccccc2[N+](=O)[O-])cc1	-14.3
O=C(Cc1cccc2ccccc12)N/N=C/c1ccc(-c2cccc(Cl)c2)o1	-1.9
COc1ccc(-c2nnc(NC(=O)c3ccco3)s2)cc1	-20.9
Cc1ccc(-c2nn(CCC#N)cc2C=O)o1	8.3
CCCOc1ccc(C2=NNC(=O)CC2)cc1	9.2
O=C(O)c1cnn2c1NC(c1ccc(Br)cc1)CC2C(F)(F)F (centres undefined)	-5.8
COc1cccc(-c2cc(C(=O)NC(C)c3ccccc3)c3ccccc3n2)c1 (centres undefined)	8.3
CCN1CCN(Cc2c(C)[nH]c3c(Cl)cccc3c2=O)CC1	-16.2
CC(C)C(C(=O)O)N1C(=O)/C(=C/c2cccc([N+](=O)[O-])c2)SC1=S (centres undefined)	-62.2
COc1ccc(Nc2cc(C)nc(-n3nc(C)cc3C)n2)cc1	6.7
O=C(CCCN1C(=O)/C(=C\c2cccc(Br)c2)SC1=S)Nc1ccc(C(=O)O)cc1	9.1
O=C(c1ccc(-c2ccccc2)cc1)N1CCN(C2CCCC2)CC1	6.1
CCCOc1ccc(N2C(=O)CC(NCCNc3ccc([N+](=O)[O-])cn3)C2=O)cc1 (centres undefined)	7.3
COc1cc(NC(=O)c2ccc(C(C)(C)C)cc2)c(OC)cc1NC(C)=O	-6.2
CCOC(=O)c1c(-c2ccccc2)oc2c([N+](=O)[O-])cc([N+](=O)[O-])cc12	5.4
O=[N+]([O-])c1cc2nc(N3CCOCC3)c(N3CCOCC3)nc2cc1[N+](=O)[O-]	1.8
CC(=O)Nc1ccc(S(=O)(=O)N(CCc2ccccc2)CC(=O)O)cc1	-10.0
Cc1ccc(C(=O)NCCN2Cc3ccccc3C2=O)cc1	-11.8
COc1ccc(N2C(=O)/C(=C\c3cccc(OC)c3O)SC2=S)cc1	-15.2
COc1ccc(OC)c(/C=N/NC(=O)c2ccc[n+](Cc3ccccc3)c2)c1	-7.5
COc1ccc(O)c(C(=O)CC(=O)c2ccc(C)cc2)c1	-21.6
CCCCNC(=O)NC(C(=O)OC)C12CC3CC(CC(C3)C1)C2 (centres undefined)	-14.8
O=C(Nc1ccc([N+](=O)[O-])cc1Cl)c1cccnc1	-1.3
Cc1ccc2c(C)[n+](C)ccn12	-17.2
Cc1cc(Nc2ccc3c(c2)OCO3)n2c(nc3ccccc32)c1C#N	1.7
O=C(Nc1ccccc1)C1C(c2ccccc2)C1(Cl)Cl (centres undefined)	-10.7
CC(=O)Nc1c(-c2ccccc2)c(C)nn1Cc1ccccc1	-12.8
CC1=CC(C)(C)N(C(=O)NC2CCCCC2)c2cc(C)ccc21	-13.7
CCOc1cc(/C=C2/C(=N)N3N=C(CC)SC3=NC2=O)ccc1OCc1ccc(F)cc1	4.7
O=C(NC(=S)Nc1cc(Cl)ccc1Cl)c1ccc(Cl)cc1	14.9
CCOCCOC(=O)c1cccc(NC(=O)/C=C/c2ccccc2)c1	-2.4
Cc1ccc(-c2csc(/C(C#N)=C\c3ccc(C)s3)n2)cc1	-4.8
O=C(Nc1nnc(CSCc2ccccc2)s1)c1cccc2ccccc12	-8.6

# Among those listed so far, these contain an NH in an aromatic ring.
molecule	VHR inh color
CC(C)(C)c1cc(C(=O)N/N=C/c2ccc(F)cc2)n[nH]1	6.8
Cc1[nH][nH]c(=O)c1C(c1ccccc1F)C(C#N)C#N (centres undefined)	-7.0
Cc1[nH]c2c(ccc3ccccc32)c(=O)c1CN1CCOCC1	-0.3
COC(=O)c1ccccc1NC(=O)CSc1ncn[nH]1	1.1
Cc1ccc2[nH]c3c(c2c1)CCCC3NC(N)=O (centres undefined)	-13.8
Cc1c(Cl)cccc1N=Cc1ccc[nH]1	16.3
CCc1ccc(/C=N/NC(=O)c2c[nH]c3ccccc23)s1	-31.3
O=c1c2c3c(sc2ncn1/N=C/c1c[nH]c2ccccc12)CCCC3	-32.3
CCN1CCN(Cc2c(C)[nH]c3c(Cl)cccc3c2=O)CC1	-16.2
